Dengue virus CPE: Dengue virus cytopathic effect inhibitors, cell-based, CPE readout, HTS (AID 540333) | Dengue virus CPE inhibition in host cells; hits give high values | 3.1% of 10,000 active | CPE inhibition, % at 20 µM; in the data active means CPE inhibition mostly above about 9.1%, no sharp cut-off; inactive means mostly below about 7.2%
Starred values were filed as active, the others as inactive; i = inactive. Only part of the results is shown; count on the stated rates, not on these rows.

COC(=O)C1=C(c2ccc(Cl)c(C(F)(F)F)c2)C[C@@H]2CC[C@H]1N2C(=O)NCCCOC(C)C
  Dengue virus CPE: 0.1
Cc1nn(Cc2ccccc2)c(C)c1C=C1C(=O)NC(=S)NC1=O
  Dengue virus CPE: 8.2
Cc1cccc(N2C(=O)/C(=C/c3ccc(N4CCN(C)CC4)o3)C(=O)NC2=S)c1C
  Dengue virus CPE: i
CC(C)(C)C(=O)OCC12CCC(O1)C1(C)C(=O)OCC21 (stereo not given)
  Dengue virus CPE: 0.5
CNC(=S)N/N=C1\C2CN3CCN(C2)CC1(c1ccccc1)C3
  Dengue virus CPE: 0.2
c1ccc(-c2nc(N3CCOCC3)s[n+]2-c2ccccc2)cc1
  Dengue virus CPE: 0.0
Cn1c(=O)c2nncnc2n(C)c1=O
  Dengue virus CPE: i
CCCNC(=O)N1[C@H]2CC[C@@H]1C(C(=O)OC)=C(c1ccc3ccccc3c1)C2
  Dengue virus CPE: 4.4
COC(=O)C1=C(c2ccc(F)cc2OCc2ccccc2)C[C@@H]2CC[C@H]1N2C(=O)NCCO
  Dengue virus CPE: 0.9
Clc1ccc(C(c2ccccc2)c2ncc[nH]2)cc1 (stereo not given)
  Dengue virus CPE: 0.6

Six entries from above, with tabs:
canonical_smiles	Dengue virus CPE
COC(=O)C1=C(c2ccc(Cl)c(C(F)(F)F)c2)C[C@@H]2CC[C@H]1N2C(=O)NCCCOC(C)C	0.1
Cc1nn(Cc2ccccc2)c(C)c1C=C1C(=O)NC(=S)NC1=O	8.2
Cc1cccc(N2C(=O)/C(=C/c3ccc(N4CCN(C)CC4)o3)C(=O)NC2=S)c1C	i
CC(C)(C)C(=O)OCC12CCC(O1)C1(C)C(=O)OCC21 (stereo not given)	0.5
CNC(=S)N/N=C1\C2CN3CCN(C2)CC1(c1ccccc1)C3	0.2
c1ccc(-c2nc(N3CCOCC3)s[n+]2-c2ccccc2)cc1	0.0

(listing goes on)
C/C(=N\N1CCN(C)CC1)c1c(O)n(Cc2ccccc2)c(=O)[nH]c1=O
  Dengue virus CPE: i
COC(=O)C1=C(c2ccc(C(C)=O)cc2)C[C@@H]2CC[C@H]1N2C(=O)NCc1ccc(C(F)(F)F)cc1
  Dengue virus CPE: 2.6
CCN(CC)S(=O)(=O)c1cc(NC(=O)C(C)N2CC=C(c3ccccc3)CC2)ccc1C (stereo not given)
  Dengue virus CPE: 6.9
Clc1ccccc1CNC1CN2CCC1CC2 (stereo not given)
  Dengue virus CPE: 1.4
O=c1[nH]c(=O)n(Cc2ccco2)c(O)c1/C=N/N1CCCCC1
  Dengue virus CPE: 0.8
COC(=O)C1=C(c2ccc(S(C)(=O)=O)cc2)C[C@@H]2CC[C@H]1N2C(=O)NCCNC(C)=O
  Dengue virus CPE: 0.6
Cc1nn(Cc2ccccc2Cl)c(C)c1C(=O)OCC(=O)N1CC(C)OC(C)C1 (stereo not given)
  Dengue virus CPE: 0.8
Cc1c(C=O)c2ccccc2n1Cc1cccc(F)c1
  Dengue virus CPE: 0.2
O=Cc1cn(Cc2cccc([N+](=O)[O-])c2)c2ccccc12
  Dengue virus CPE: i
Cc1cc(C)cc(-n2c(C)cc(/C=C3\C(=O)NC(=O)N(C)C3=O)c2C)c1
  Dengue virus CPE: 0.1
CCn1c(=N)n(Cc2ccccc2F)c2ccccc21
  Dengue virus CPE: 0.6
N#CSCC(=O)N1c2ccccc2CCc2ccccc21
  Dengue virus CPE: i

An excerpt from the list above, as a working copy:
Clc1ccccc1CNC1CN2CCC1CC2 (stereo not given)
  Dengue virus CPE: 1.4
O=c1[nH]c(=O)n(Cc2ccco2)c(O)c1/C=N/N1CCCCC1
  Dengue virus CPE: 0.8

Compound activity as filed in PubChem.
